NIH3T3 tox: NIH 3T3 cell cytotoxicity; NIH 3T3 viability, CellTiter-Glo ATP luminescence, 48-72 h; Potency, µM (highest dose often 96.7 µM), for the others: top-dose activity change, negative = cytotoxicity, most hits filed as inhibitors; 94,000 tested, 4.3% active; note: potency is the fitted concentration of half-maximal effect; nearly all actives have a fitted effect of over 55% in size
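Cytotoxicity is measured as loss of cellular ATP: NIH 3T3 cells (400/well) are exposed to compound for 48 or 72 hr at 37 °C, then CellTiter-Glo luminescence is imaged after 10 min at room temperature.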
HEK293 tox: HEK 293 cell cytotoxicity | 94,000 tested, 6.6% active | AID 1345083 | Potency, µM (top dose mostly 115 µM), without a hit: top-dose activity change, negative = cytotoxicity, usual class: inhibitors | HEK 293 viability, ATP luminescence (CellTiter-Glo), 48-72 h; note: potency is the fitted concentration of half-maximal effect; nearly all actives have a fitted effect of over 60% in size
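qHTS cytotoxicity; HEK 293, 250 cells/well; compound pinned; 48 or 72 hr, 37 degree Celsius, 5% CO2, 95% humidity; CellTiter-Glo, 10 min RT; luminescence (ATP).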
SNCA expr inh: inhibitors of alpha-synuclein (SNCA) gene expression | Potency, µM (highest dose often 57.2 µM), inactives show top-dose activity change, negative = inhibition, usual class: inhibitors | HEK-293 SNCA-luciferase knock-in, luminescence, 24 h | 140,000 tested, 0.17% active;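 note: potency is the fitted concentration of half-maximal effect; plate controls were DMSO cells for no effect and cell-free wells for full effect; nearly all actives have a fitted effect of over 45% in size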
SNCA viab count: reduces viability of HEK-293 SNCA reporter cells. HEK-293-SNCA-luc viability, GF-AFC fluorescence, 24 h. Potency, µM (top dose mostly 57.1 µM), for the others: at the highest dose activity change, negative = cytotoxicity, usual class: cytotoxic. 150,000 tested, 0.12% active. AID 1671193;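 note: potency is the fitted concentration of half-maximal effect; 0% = DMSO-treated cells and -100% = medium-only wells without cells; nearly all actives have a fitted effect of over 30% in size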
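HEK-293-SNCA-luc cells (1500/well) plated 24 h, then exposed 24 h to a dilution series; GF-AFC added 30 min at 37C, fluorescence 405/540 nm; normalised to medium-only and DMSO wells, Hill fit.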
GPT2 inh: blocks human glutamate pyruvate transaminase 2 | Recombinant GPT2, coupled pyruvate oxidase/HRP Amplex Red fluorescence | Potency, µM (top dose mostly 57.7 µM), for the others: at the top dose activity change, negative = inhibition, most hits filed as inhibitors | 100,000 tested, 0.25% active | AID 1671188; note: potency is the fitted concentration of half-maximal effect; nearly all actives have a fitted effect of over 60% in size; many of its hits are not listed in these tables
Target sequence (Q8TD30 whole entry, looked up): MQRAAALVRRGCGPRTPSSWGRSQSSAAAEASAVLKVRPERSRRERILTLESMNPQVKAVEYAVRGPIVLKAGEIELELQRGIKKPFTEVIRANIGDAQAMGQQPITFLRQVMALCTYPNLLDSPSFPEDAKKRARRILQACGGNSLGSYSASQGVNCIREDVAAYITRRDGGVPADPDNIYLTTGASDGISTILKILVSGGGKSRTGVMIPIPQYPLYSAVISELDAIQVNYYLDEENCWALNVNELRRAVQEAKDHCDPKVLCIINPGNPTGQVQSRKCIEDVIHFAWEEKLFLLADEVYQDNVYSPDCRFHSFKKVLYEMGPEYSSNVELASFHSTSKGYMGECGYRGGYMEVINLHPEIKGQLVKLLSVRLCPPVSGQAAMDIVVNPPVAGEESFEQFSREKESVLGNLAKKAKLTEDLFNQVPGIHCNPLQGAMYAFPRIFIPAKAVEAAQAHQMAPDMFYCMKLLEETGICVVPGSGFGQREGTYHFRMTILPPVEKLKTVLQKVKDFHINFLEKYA
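GPT2 10ng/uL, a-KG 250uM, L-Ala 2mM, HEPES pH7.5 + 0.0001% Tween; 30 min RT. Then Amplex mix (PO/HRP/ThPP), 30 min RT dark, fluorescence. AOA 50uM used as positive control.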
IP6K1 inhibitor: IP6K1 kinase inhibition; Q92551; IP6K1 kinase, ADP-Glo luminescence, 2 h; stronger effect = lower value; activity change, % (series mostly up to about 58 µM); 140,000 tested, 0.81% active; AID 1645851; in the data active = activity change below about -25%
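ADP-Glo luminescence measures ADP made by human IP6K1 during a 2 h RT reaction with ATP/IP6 (mix at 1.3 mM/130 uM); top library doses 57.5 and 19.1 uM final.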
FLuc inh: Photinus pyralis luciferase inhibition; purified P. pyralis luciferase, luminescence, biochemical; 76,000 tested, 2.5% active; Potency, µM (series often up to 115 µM), for inactives: top-dose activity change, negative = inhibition, most hits filed as inhibitors; AID 1347043; note: potency is the fitted concentration of half-maximal effect; nearly all actives have a fitted effect of over 65% in size
Target sequence (P08659 whole entry, looked up): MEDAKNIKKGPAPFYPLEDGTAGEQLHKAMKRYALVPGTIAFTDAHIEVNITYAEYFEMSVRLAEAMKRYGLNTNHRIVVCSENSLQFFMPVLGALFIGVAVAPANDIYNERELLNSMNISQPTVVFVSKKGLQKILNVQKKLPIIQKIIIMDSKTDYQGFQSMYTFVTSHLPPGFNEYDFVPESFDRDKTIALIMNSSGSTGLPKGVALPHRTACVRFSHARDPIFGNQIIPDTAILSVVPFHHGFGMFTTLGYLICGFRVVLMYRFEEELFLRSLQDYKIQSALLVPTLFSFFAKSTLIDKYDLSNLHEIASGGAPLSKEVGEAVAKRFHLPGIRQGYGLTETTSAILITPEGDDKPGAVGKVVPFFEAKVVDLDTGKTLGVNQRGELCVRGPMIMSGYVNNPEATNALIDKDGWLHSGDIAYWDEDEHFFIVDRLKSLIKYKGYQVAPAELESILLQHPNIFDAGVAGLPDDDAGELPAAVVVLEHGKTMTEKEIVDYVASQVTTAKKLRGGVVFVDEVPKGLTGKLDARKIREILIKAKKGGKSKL
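Biochemical qHTS: compound (6-point titration) added to 10uM D-luciferin plus 10uM ATP in Tris acetate pH 7.5 buffer with Mg, Tween-20 and BSA, then purified enzyme at 10nM; light output imaged.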
Active calls of the source: *; i = inactive; ? = inconclusive; . = no result given; & = joins results of further samples; [ ] = remark or other dose. Unless noted, calls come from the whole dose curve; as a rule, active = well fitted curve in the direction sought with a large enough effect; inconclusive = small, poorly fitted or top-dose-only effect, or another doubt; inactive = no such curve, though single readings can be large; an effect the other way counts as inactive or inconclusive. Unless noted, % is set by controls: 0 for no effect and ±100 for the full control effect.

SMILES | NIH3T3 tox | HEK293 tox | SNCA expr inh | SNCA viab count | GPT2 inh | IP6K1 inhibitor | FLuc inh
COc1ccccc1C(=O)N1CCC(Cc2n[nH]c(C)n2)CC1 | i | i | 2% | 18% | i | -11 | 0%
COc1ccc(C)c2sc(NC(=O)c3ccc(S(=O)(=O)N(C)C)cc3)nc12 | . | . | 99%[activator] | -12% | . | -4 | .
CC(=O)N1CC2(Cc3ccccc3N([S+](C)(=O)[O-])C2)C1 | -9%[138 µM] | -2%[172 µM] | 9%[87.6 µM] | 20%[87.6 µM] | -32%[88.5 µM] | -1 | 4%[172 µM]
Cc1noc(-c2cn(C3CCCN(C(=O)c4cccc5[nH]ccc45)C3)nn2)n1 (stereo unspecified) | -32% | ? | 86%[activator] | -2% | i | 1 | ?
COc1ccccc1CNC(=O)CCCc1nnc2n(CC(C)C)c(=O)c3sccc3n12 | . | . | 54%[activator] | -12% | . | 52 | .
Cc1nc2c(c(=O)[nH]1)CCN(C(=O)c1ccccc1C(F)(F)F)C2 | -18% | -6% | -10% | 5% | i[11.5 µM] | 7 | -3%
O=C(CN1C(=O)NC(c2ccccc2Cl)C2=C1COC2=O)Nc1ccccc1C(F)(F)F (stereo unspecified) | -14% | -5% | -7% | 4% | -8% | 1 | 2%
O=C(CC1CCCC1)N1CCCC(Cc2nc(C3CCOCC3)no2)C1 (stereo unspecified) | ? | ? | -4% | -10% | i | 16 | 0%
CCc1cccc2c3c([nH]c12)C(CC)(CC(=O)O)OCC3 (stereo unspecified) | . | . | 5% | -2% | 0%&-2% | 12 | .
COc1ccc(-c2cn3c(n2)CO[C@@H](CNC2CCC2)C3)cc1 | -13%[138 µM] | -20%[172 µM] | 56%[activator][87.6 µM] | -3%[87.6 µM] | -6%[88.5 µM] | 5 | 56µM*
COc1ccc(-c2cc(C(=O)NCc3ccc4c(c3)OCO4)c3cnn(C)c3n2)cc1 | ? | ? | . | . | . | -2 | .
Cc1nncn1CCN1C(=O)N(CCc2ccccc2)C2(CCNCC2)C1=O | 1% | 2% | -8% | 0% | 4% | 5 | 3%
Cc1cnc(CN(C)Cc2cn(-c3ccccc3)nn2)[nH]1 | -6% | -9% | -24% | -9% | 3% | 7 | 4%
O=C(NCCOc1ccccc1)c1nc2c(o1)CCN(Cc1cc(F)ccc1F)CC2 | ? | ? | 1%[87.6 µM] | -7%[87.6 µM] | -14%[88.5 µM] | 11 | 0%[172 µM]
O=C(NC1CCCCC1)N[C@H]1CO[C@H]2[C@@H]1OC[C@@H]2n1nnnc1-c1ccc2c(c1)OCO2 | -20% | -22% | 18% | 2% | i | 2 | 12%
C[C@@H]1C(=O)O[C@H]2[C@H]1CC[C@@]1(C)C(=O)C=C[C@](C)(O)[C@H]21 | . | . | . | -16% | i | -4 | .
CCC(Cn1nnc2ccccc2c1=O)NC(=O)Nc1cc(OC)cc(OC)c1 (stereo unspecified) | . | . | 3% | 2% | . | 9 | .
Cc1nc2ccn(Cc3ccccc3)c(=O)c2cc1C(=O)NCc1ccccc1F | . | . | -27% | -12% | . | -6 | .
COc1ccccc1CNC(=O)CCC(=O)N1CC(C)Sc2ccccc21 (stereo unspecified) | . | . | 19% | ? | . | 1 | .
Cc1ccc(CNC(=O)CCc2ccc3c(c2)CN(C(=O)NC(C)C)CCO3)o1 | -5% | i | ? | 2%[12.5 µM] | i | -2 | 0%
CC(C)c1nc2c(c(-c3ccc(O)cc3)n1)CN(C(=O)c1ccccc1)CC2 | -30% | -25% | 16% | -6% | i | 6 | 6%
CCOCCc1nn2c(=O)cc(COC(=O)C(CC)c3ccccc3)nc2s1 (stereo unspecified) | . | . | -3% | -1% | . | -2 | .
O=C1N2CCCC2CN1C1CCN(Cc2cccnc2)CC1 (stereo unspecified) | -22%[138 µM] | -8%[172 µM] | -27%[87.6 µM] | -8%[87.6 µM] | i | 24 | 1%[172 µM]
COc1ccc(NC(=O)CCC2CCN(S(=O)(=O)c3ccccc3C)CC2)c(OC)c1 | ? | ? | -13% | -8% | i | -3 | .
Cc1cccc(-c2noc([C@@H]3C[C@@H](O)CN3C3CCOCC3)n2)c1 | -29%[174 µM] | ? | 161%[activator][87.6 µM] | -2%[87.6 µM] | i | 19 | 25µM*

Single records, from the list above.
`C[C@@H]1C(=O)O[C@H]2[C@H]1CC[C@@]1(C)C(=O)C=C[C@](C)(O)[C@H]21` is listed with NIH3T3 tox = .; HEK293 tox = .; SNCA expr inh = .; SNCA viab count = -16%; GPT2 inh = i; IP6K1 inhibitor = -4; FLuc inh = .
`CCC(Cn1nnc2ccccc2c1=O)NC(=O)Nc1cc(OC)cc(OC)c1` (stereo unspecified) is listed with NIH3T3 tox = .; HEK293 tox = .; SNCA expr inh = 3%; SNCA viab count = 2%; GPT2 inh = .; IP6K1 inhibitor = 9; FLuc inh = .
`Cc1nncn1CCN1C(=O)N(CCc2ccccc2)C2(CCNCC2)C1=O` is listed with NIH3T3 tox = 1%; HEK293 tox = 2%; SNCA expr inh = -8%; SNCA viab count = 0%; GPT2 inh = 4%; IP6K1 inhibitor = 5; FLuc inh = 3%

(continued)
SMILES | NIH3T3 tox | HEK293 tox | SNCA expr inh | SNCA viab count | GPT2 inh | IP6K1 inhibitor | FLuc inh
O=C(NC[C@H]1O[C@@H](CO)[C@@H](O)[C@H]1N1CCN(c2ccccc2)CC1)c1ccccc1Cl | -13% | -1% | ? | 7% | i | -10 | 6%
COc1ccc(OC)c(CN2CCOc3ccc(C(=O)NCc4ccccc4F)cc3C2)c1 | ? | ? | -16% | -28% | -3% | 14 | 5%
O=C(NC1CCCC1)N1CCC(OCCOc2cccnc2)CC1 | -12% | -1% | -1% | 3%[12.5 µM] | i | -7 | 5%
O=C(Nc1ccc(Cl)c(C(F)(F)F)c1)c1nc2ccccc2nc1N1CCCCC1 | . | . | 19% | -4% | . | 24 | .
Cc1ccc(C(=O)N2CCCN(CCn3nc4n(c3=O)CCCC4)CC2)cc1 | -16% | 2% | . | . | . | 28 | .
CC(C)C[C@@H]1N[C@H](C(=O)N(C)CCC#N)Cc2c[nH]c3cccc1c23 | -14%[174 µM] | -30%[172 µM] | 3%[87.6 µM] | 2%[87.6 µM] | 3%[88.5 µM] | 17 | -2%[172 µM]
CC1=C[C@@H](CNC(=O)CCC(=O)O)[C@H](C(C)C)C[C@H]1Cc1nc2ccncc2[nH]1 | 3%[138 µM] | i | -11%[87.6 µM] | -6%[87.6 µM] | -8%[88.5 µM] | 13 | -1%[172 µM]
O=C1NCCCCCCN(Cc2ccncc2)[C@@H]2CN(CC3CC3)CC[C@@H]12 | -18% | -2% | -21% | -6% | i | 25 | 2%
O=C(CSc1nc2ncccc2o1)Nc1ccc(Cl)cc1F | . | . | 155%[activator] | 7% | . | 17 | .
O=C(Cn1c(SCc2ccccc2F)nc2cccnc21)Nc1ccc(F)c(Cl)c1 | . | . | ? | -6% | . | 1 | .
C/C=C1/[C@H](O[C@@H]2O[C@H](CO)[C@@H](O)[C@H](O)[C@H]2O)OC=C(C(=O)OC)[C@H]1CC(=O)OCCc1ccc(O)c(O)c1 | . | . | . | 8%[23.9 µM] | i | -3 | .
C[C@]12CCC(=O)C=C1[C@@H]1C[C@@H]1[C@H]1[C@@H]3[C@@H]4C[C@@H]4[C@@]4(CCC(=O)O4)[C@@]3(C)CC[C@@H]12 | . | . | -52%[25.6 µM] | -9%[23.9 µM] | ? | 6 | .
CCCn1c(=N)c(C(=O)NCc2cccnc2)cc2c(=O)n3cccc(C)c3nc21 | . | . | 25% | ? | . | -6 | .
CCc1cccc(NC(=O)C2(Cc3ccccc3)CCCCC(=O)N2)c1 (stereo unspecified) | -12% | ? | 25% | -10% | i | -6 | .
Cc1noc([C@@H]2CN(C(=O)COc3ccc(F)cc3)C[C@H]2CO)n1 | i | 2% | ? | 1% | i | -5 | -3%
Cc1ccc(S(=O)(=O)C(CNC(=O)c2ccc(F)c(F)c2)c2ccco2)cc1 (stereo unspecified) | . | . | 23% | -7% | . | 4 | .
CN1C(=O)c2cccn2CC1CNC(=O)c1ccnn1C (stereo unspecified) | 3% | i | -23% | 9% | i | 7 | -7%
CCc1cccc(NC(=O)CCNS(=O)(=O)c2ccc3c(c2)CCN3C(C)=O)c1 | . | . | 7% | 6% | . | 26 | .
Cc1c(Cl)cccc1-n1ncc(C(=O)Nc2ccc(Br)cc2F)c1C1CCNCC1 | . | . | -22% | 9% | . | -26* | .
COc1ccc(-c2noc([C@@H]3CCCN3C(=O)c3cc(Cl)ccc3F)n2)cc1OC | ? | ? | 31%[activator] | -14% | -10% | 4 | 10%
O=[N+]([O-])c1cc(-c2nc(-c3ccccn3)no2)ccc1NCc1ccccc1 | . | . | 19% | 7% | . | -15 | .
O=C(N[C@H]1CCN2C(=O)c3ccccc3NC(=O)[C@H]12)c1cccc(F)c1 | -7%[138 µM] | 1%[172 µM] | -26%[87.6 µM] | -3%[87.6 µM] | -1%[88.5 µM] | 7 | -6%[172 µM]
COc1ccc(-c2cc(C(=O)NCc3ccc(F)cc3F)c3cnn(C)c3n2)cc1 | ? | ? | . | . | . | -5 | .
Cc1ccc(OCCSc2nc3ccccc3n2CC(=O)N2CCCCC2)cc1C | . | . | -7% | -12% | . | 7 | .
COc1ccccc1C(=O)N1CCC(Cc2nc(C(C)C)no2)CC1 | -20% | ? | 3% | 0% | -6% | 21 | -6%
Going on with the list.
SMILES | NIH3T3 tox | HEK293 tox | SNCA expr inh | SNCA viab count | GPT2 inh | IP6K1 inhibitor | FLuc inh
Cc1ccc(NC(=O)CSc2nc3c(oc4ccccc43)c(=O)n2-c2ccc(F)cc2)c(C)c1 | . | . | 44%[activator] | -14% | . | -5 | .
Cc1nn(C)c(C)c1S(=O)(=O)N(CC(=O)NCCc1ccccc1)c1ccc(C(C)C)cc1 | . | . | -1% | -9% | . | 14 | .
COc1ccccc1Nc1ccnc(N2CCC(N[S+](=O)([O-])c3ccc(C)cc3)CC2)n1 | ? | 32µM* | 8% | 2%[12.5 µM] | i | -1 | .
CCCCNC(=O)c1nnn2c1COC(c1ccc(F)cc1)C2 (stereo unspecified) | -11% | -25% | 5% | -2% | i | 4 | -9%
CCCN(CC1CCOC1)C(=O)c1cc(F)cc(F)c1 (stereo unspecified) | -2% | -13% | 15% | -3% | i | -1 | 8%
CC(C)OCCCNC(=O)CN1C(=O)CSc2ccc(S(=O)(=O)N3CCCCC3)cc21 | . | . | -1% | 7% | . | 24 | .
N#Cc1ccc(S(=O)(=O)N2CCCCCCNC(=O)CC2)cc1 | -5% | 5% | 15% | -4% | i | -6 | 4%

Some of the entries so far, with values under each structure.
Every second line gives: NIH3T3 tox, HEK293 tox, SNCA expr inh, SNCA viab count, GPT2 inh, IP6K1 inhibitor, FLuc inh
COc1ccccc1C(=O)N1CCC(Cc2nc(C(C)C)no2)CC1
  -20%, ?, 3%, 0%, -6%, 21, -6%
Cc1ccc(NC(=O)CSc2nc3c(oc4ccccc43)c(=O)n2-c2ccc(F)cc2)c(C)c1
  ., ., 44%[activator], -14%, ., -5, .

Bioassay records (PubChem)

An excerpt; rates above refer to the full screens.
